# PPC-1+TRAIL kill: kills PPC-1 cancer cells in the presence of TRAIL; PPC-1 cells + TRAIL, ATPLite viability luminescence; cell killing (% activity), % at 4 µM; 0.41% of 220,000 active; AID 1443;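 active means cell killing above 50% in the first pass at 4 µM, then a duplicate retest at 5 µM averaging 50% or more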;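 further: plate controls were cells with TRAIL plus DMSO for no effect and medium-only wells lacking cells for full effect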
# BaF3 tox: counter-screen for JAK2V617F inhibitors: parental Ba/F3 viability inhibitors; 1.1% of 220,000 active; AID 1486; inhibition, % at 5.6 µM; CellTiter-Glo ATP luminescence;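 active means inhibition above a per-campaign cutoff, the mean inhibition of all tested compounds plus 3 SD, cut at about 27% in these data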;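 further: 0% = DMSO wells and 100% = JAK Inhibitor I control wells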
# CHOP inh: CHOP inhibition in unfolded protein response; CHO-K1 CHOP-promoter luciferase, tunicamycin-induced, 15-18 h; inhibition, % at 10 µM; 3.8% of 220,000 active;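 active means compounds that reduced the stress-induced luciferase reporter signal by more than about 70% of percent inhibition, limit read from the data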;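 further: 0% = tunicamycin plus vehicle and 100% = wells without tunicamycin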
# Wee1 stabilizer: blocks degradation of human Wee1 kinase; P30291; HeLa Luc-Wee1K328M stability, luciferase luminescence; 100% = proteasome inhibitor MG132 effect; reporter increase, % at 5 µM; 1.2% of 220,000 active;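 active means activation above the mean of all tested compounds plus 3 SD, set per screening run, cut at about 8.8% in these data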;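 further: cells exposed to compound for 20 h before luminescence read; 0% = DMSO alone and 100% = MG132 at 30 µM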
# TRPML3 ag: human mucolipin-3 channel agonism; HEK293 TRPML3-YFP, Fluo-8 calcium fluorescence; 100% = the carbachol control signal; activation, % at 3 µM; 0.29% of 220,000 active; AID 1448;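 active means activation above its plate's cutoff, the mean activation of the plate's test wells plus 3 SD, cut at about 12% in these data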;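 further: 0% = DMSO only wells and 100% = carbachol wells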
# Target sequence (Q8TDD5 whole entry, looked up): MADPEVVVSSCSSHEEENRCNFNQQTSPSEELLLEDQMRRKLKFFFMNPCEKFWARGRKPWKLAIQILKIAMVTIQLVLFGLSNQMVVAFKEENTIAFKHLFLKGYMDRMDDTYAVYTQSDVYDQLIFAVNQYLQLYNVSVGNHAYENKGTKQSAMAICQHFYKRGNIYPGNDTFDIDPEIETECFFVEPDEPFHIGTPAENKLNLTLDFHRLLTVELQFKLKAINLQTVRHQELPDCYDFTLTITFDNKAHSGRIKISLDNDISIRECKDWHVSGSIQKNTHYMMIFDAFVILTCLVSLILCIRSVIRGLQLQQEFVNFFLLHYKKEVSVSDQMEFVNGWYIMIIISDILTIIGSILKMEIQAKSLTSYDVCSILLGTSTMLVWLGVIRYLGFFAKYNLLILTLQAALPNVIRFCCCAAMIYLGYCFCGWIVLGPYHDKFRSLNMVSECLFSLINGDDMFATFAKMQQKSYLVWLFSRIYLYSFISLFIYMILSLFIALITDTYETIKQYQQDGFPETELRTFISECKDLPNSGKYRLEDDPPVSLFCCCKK
#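 Material: TRPML3-YFP stable HEK293 cells | Dosing: One concentration, 3 µM nominal, 0.3% DMSO | Timing: 125 s total fluorescence read per well | Technique: Fluo-8 calcium dye fluorescence, ex 470-495, em 515-575 nm | Measure: Percent activation from peak-to-basal fluorescence ratio, scaled between DMSO and carbachol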
# TNF necrop inh: inhibitors of TNF-alpha induced necroptosis in Jurkat FADD-/- cells; Jurkat FADD-/- TNF necroptosis rescue, ATP luminescence, 24 h; 0 = TNF only, 100 = no-TNF cells; activation (protection from cell death), % at 10 µM; 0.068% of 220,000 active; AID 463075;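 active means activation, meaning protection from cell death, of at least 50% relative to plate controls; inactive means activation below 50%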;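 further: necroptosis triggered by 40 ng/mL TNF-alpha added together with compound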
# RBBP9 inhibitor: blocks human serine hydrolase RBBP9; inhibition, % at 7.94 µM; 0.2% of 220,000 active; O75884; recombinant RBBP9, FP-Rh probe fluorescence polarization; AID 1515;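 active means inhibition above the campaign mean of all tested compounds plus 3 SD, cut at about 14% in these data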;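 further: plate controls were DMSO wells with RBBP9 for no effect and wells lacking RBBP9 protein for full effect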
# Target sequence (O75884 whole entry, looked up): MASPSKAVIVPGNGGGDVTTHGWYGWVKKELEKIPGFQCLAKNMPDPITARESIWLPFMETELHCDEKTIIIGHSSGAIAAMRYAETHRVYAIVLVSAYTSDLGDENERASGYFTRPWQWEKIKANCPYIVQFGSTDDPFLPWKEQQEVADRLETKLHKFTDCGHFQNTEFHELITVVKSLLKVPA
#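 System: RBBP9 protein | Quantity: 2.5 µM RBBP9 dispensing solution, before mixing | Reagent: FP-Rh probe, 375 nM dispensing solution | Timing: Enzyme-compound preincubation 30 min, then probe labeling 45 min, 25 °C | Measured by: Fluorescence polarization | Read-out: % inhibition | Replication: One well per compound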
# Ba/F3 V617F tox: reduce viability of Ba/F3 cells dependent on JAK2V617F. Ba/F3 EpoR-JAK2V617F viability, ATP luminescence. inhibition, % at 5.6 µM. 1.1% of 220,000 active. AID 1446;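 active means inhibition above the campaign mean plus 3 SD over all tested compounds, cut at about 24% in these data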;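 further: cytokine-independent growth of Ba/F3 cells driven by EpoR plus mutant JAK2; 0% = DMSO-treated cells and 100% = JAK inhibitor I control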
# zfTRPN1 agonist: zebrafish TRPN1 (NompC) channel agonism; HEK293 zebrafish TRPN1-YFP, Fluo-8 calcium fluorescence; 100% = response to 87 µM carbachol; activation, % at 3 µM; 0.18% of 220,000 active; AID 1424;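 active means activation above its plate's cutoff, the mean activation of test wells on that plate plus 3 SD, cut at about 19% in these data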;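 further: 0% = DMSO alone and 100% = 87 µM carbachol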
#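 Assay system: Zebrafish TRPN1-YFP in HEK293 cells | Incubation: Dye loading 1 h at 37 °C, then 30 min room temperature | Measured by: Kinetic Fluo-8 fluorescence, ex 470-495, em 515-575 nm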
# Active calls of the source: *; · = no result given.
SMILES,PPC-1+TRAIL kill,BaF3 tox,CHOP inh,Wee1 stabilizer,TRPML3 ag,TNF necrop inh,RBBP9 inhibitor,Ba/F3 V617F tox,zfTRPN1 agonist
Cn1cc(CN(CCCN2CCOCC2)C(=S)Nc2cccc(Cl)c2)c2ccccc21,15,3,-9,-1,0.0,-2.9,2,-3,-1.9
CCN(CC)CCNc1nc(-c2ccco2)c2c(c1C#N)CC(C)(C)OC2,30,11,2,-1,1.8,0.3,-7,1,1.7
COc1ccc(-c2noc(C3CCCN(C(=O)Nc4ccccc4)C3)n2)cc1 (centres undefined),·,8,-10,-2,-0.1,5.4,4,-2,0.2
O=[N+]([O-])c1cccc(N/N=C/c2cc([N+](=O)[O-])ccc2O)c1,-9,3,95*,8,0.1,0.5,-3,1,1.8
Cc1cc(N2CCN(C)CC2)n2nc(-c3ccc(Cl)cc3)nc2n1,7,1,-2,2,1.4,1.0,-2,0,1.6
O=C(CSc1nnc(C2CCCCC2)n1-c1ccccc1)NCc1ccco1,-6,1,42,1,0.2,-2.4,-2,-3,-1.0
O=C(COC(=O)C1COc2ccccc2O1)NC1CCS(=O)(=O)C1 (centres undefined),-1,7,38,5,1.0,0.4,-7,0,1.2
COc1ccc(Cc2nnc(Nc3ccc4c(c3)OCCO4)[nH]c2=O)cc1,-4,0,15,-1,0.4,-2.8,-1,2,1.2
Cc1cccc(-c2noc(CN(C(=O)c3ccc4c(c3)OCO4)C(C)C)n2)c1,7,6,32,-1,-0.7,-1.7,-3,3,-1.9
Cc1ccc(CNC(=O)CSc2nc3ccsc3c(=O)n2Cc2ccc(C(=O)O)cc2)cc1,10,6,5,0,0.4,0.4,-2,0,-0.6
Cc1onc(-c2ccccc2Cl)c1C(=O)OCC(=O)Nc1cccc(S(=O)(=O)N2CCOCC2)c1,14,9,17,0,2.1,0.3,-4,1,3.7
O=C(CSc1nnc(-c2ccccc2Cl)o1)Oc1ccc(Br)cc1,-4,2,9,-3,1.3,0.6,-6,0,-1.5
Cc1ccc(S(=O)CCNC(=O)Cc2ccccc2)cc1 (centres undefined),9,3,15,5,0.4,0.5,0,3,0.2
O=C(COc1ccc(-n2cnnn2)cc1)N1CCN(c2ccc(F)cc2)CC1,4,4,-8,-2,-0.2,1.1,3,-3,-0.3
COc1ccc(/C=N/Nc2cc(C)nc(N3CCOCC3)n2)cc1,3,-1,8,2,-0.5,2.0,-1,4,1.1
O=C(CCN1CCCC1)c1cccs1,15,-2,-10,1,0.0,1.5,-10,-1,1.4
O=C(O)CC1(CC(=O)NCc2ccccn2)CCCCC1,-1,-1,18,-2,0.6,2.1,-1,-2,0.1
CCOc1ccccc1-c1c2cc(O)c(=O)cc-2oc2cc(O)c(O)cc12,-7,8,-22,2,7.7,-2.2,-1,0,4.3
O=c1c(Cl)c(Nc2cccc(Cl)c2)cnn1-c1nc2ccccc2s1,-3,6,-2,0,0.0,1.2,-10,4,0.1
Cc1cc(C(=O)Nc2cccnc2)no1,31,8,6,1,0.8,-2.1,-5,7,0.0
O=C(O)C(Cc1c[nH]c2ccccc12)NS(=O)(=O)c1ccc2ccccc2c1 (centres undefined),23,5,-17,-2,1.2,0.7,-6,0,0.9
O=C(c1ccc(Cl)s1)N1CCN(c2ncccn2)CC1,7,-2,-12,-2,0.5,-0.8,-4,-4,1.3
CCCNC(=O)C12CCC(C)(C(=O)O1)C2(C)C (centres undefined),12,-2,3,-3,0.4,1.4,14,0,1.0
CCN(CC)c1ccc(CC(=O)NC(C)Cc2ccccc2)cc1 (centres undefined),-20,-1,9,0,-1.2,-3.4,-5,0,-1.4
O=C(Nc1ccc([N+](=O)[O-])cn1)C1CC1,9,3,18,5,0.4,1.1,-11,2,0.1
O=S(=O)(c1ccc(Cl)cc1)N1CCCC1c1nc2ccccc2s1 (centres undefined),10,7,31,0,-1.3,-2.9,-8,0,-1.4
CCCS(=O)(=O)N1CCN(Cc2ccc3c(c2)c2ccccc2n3CC)CC1,-7,9,34,3,0.6,4.0,-10,3,-0.6
O=C(N/N=C/c1cn[nH]c1-c1ccccc1)c1ccco1,2,7,9,0,1.0,1.2,3,6,1.9
CN(C)CCN(C(=O)c1ccccc1Cl)c1nc2c(Cl)cccc2s1,16,7,54,3,0.9,3.0,-5,0,1.4
COc1cc(/C=C2/C(=N)N3C=CSC3=NC2=O)ccc1OCCOc1ccc(NC(C)=O)cc1,-4,2,0,2,0.4,0.5,-7,-4,0.2
COC(=O)/C=C1\OC(c2ccccc2)=CC1=O,0,2,108*,-2,0.4,-0.3,4,0,-0.3
COc1ccc(-c2nc(C#N)c(NCc3ccccc3Cl)o2)cc1,17,9,50,-1,0.4,-0.9,-5,5,1.0
[O-][N+]12CCCCC1CCCC2CO (centres undefined),4,-3,-6,-3,0.2,0.8,-10,6,1.1
Cc1ccc(Cn2nc(C)c(NC(=O)CCCn3nc(C)c([N+](=O)[O-])c3C)c2C)cc1,-4,11,24,0,0.6,0.5,-3,7,-1.9
Oc1ccc(Cl)cc1/C=C/c1ccc2cccc(O)c2n1,9,3,94*,1,-0.2,-2.7,-4,7,-1.0
CC1=C(C)C(=O)C(N2CCOCC2)=CC1=O,2,5,-6,8,0.2,-4.6,-2,-1,1.4

# The closing 3 entries of the section before come first, to join the parts.
SMILES,PPC-1+TRAIL kill,BaF3 tox,CHOP inh,Wee1 stabilizer,TRPML3 ag,TNF necrop inh,RBBP9 inhibitor,Ba/F3 V617F tox,zfTRPN1 agonist
Cc1ccc(Cn2nc(C)c(NC(=O)CCCn3nc(C)c([N+](=O)[O-])c3C)c2C)cc1,-4,11,24,0,0.6,0.5,-3,7,-1.9
Oc1ccc(Cl)cc1/C=C/c1ccc2cccc(O)c2n1,9,3,94*,1,-0.2,-2.7,-4,7,-1.0
CC1=C(C)C(=O)C(N2CCOCC2)=CC1=O,2,5,-6,8,0.2,-4.6,-2,-1,1.4
Cn1c(CSc2nc3ccccc3s2)nnc1SCC(=O)NCc1ccccn1,2,4,18,0,0.6,-0.3,-10,-1,-0.6
Cc1onc(-c2ccccc2)c1C(=O)NCC1CCN(C(=O)c2c(-c3ccccc3)noc2C)CC1,30,8,10,-3,0.2,0.2,4,3,0.8
Cc1cccc(/C=C/C(=O)c2cc(Br)ccc(=O)c2O)c1,30,-3,102*,-2,0.7,-14,1,-5,-0.5
CC(=O)c1c(C)[nH]c(C(=O)CSc2nnc(-c3ccccc3)o2)c1C,9,5,37,0,2.4,-11,-2,-1,5.7
CCOC(=O)C1CCN(S(=O)(=O)c2nc3nc(C)cc(C)n3n2)CC1,-17,-1,-13,-2,0.1,0.5,-16,3,2.1
CC(C)=CC(=O)OCC(=O)Nc1ccc(F)cc1Cl,16,2,0,2,-0.3,4.1,-10,-3,-0.7
CC1=N/C(=C\c2ccc([N+](=O)[O-])cc2)C(=O)N1c1ccc(Cl)cc1,2,6,27,0,0.0,-3.2,-15,5,1.1
O=[N+]([O-])C(/C=C(\Cl)[N+](=O)[O-])=C(N1CCCCC1)N1CCCCC1,10,-5,2,0,0.2,-10,-6,1,0.0
COC(=O)c1ccc(NC(=O)CS(=O)(=O)Cc2ccccc2)cc1,5,3,37,1,0.1,5.6,6,-3,0.1
N=C1SCC(=O)N1c1ncc(Cc2ccc(F)cc2)s1,·,0,-29,7,4.1,1.6,-3,-4,2.0
Cc1nnc(N(Cc2ccccc2)C(=O)c2cnccn2)s1,0,7,20,-2,0.4,6.1,-4,3,1.0
Nn1c(SCC(=O)N2CCCCC2)nnc1-c1ccncc1,22,0,21,-2,0.7,-0.7,-1,-2,-0.8
CC1(C)Cc2nc3sc4c(SCC(=O)NC(c5ccccc5)c5ccccc5)ncnc4c3cc2CO1,-10,11,39,-1,-0.1,-2.4,-9,-1,-0.9
O=C(CSc1ncn[nH]1)N1CCN(S(=O)(=O)c2ccccc2)CC1,11,5,10,11*,0.6,-0.3,1,5,0.0
c1cncc(Nc2nc(-c3cccnc3)cs2)c1,7,3,31,-2,-0.1,2.6,-9,-4,-2.0
COc1ccc(OCC(=O)NNC(=O)c2ccccn2)cc1,-5,4,-14,-1,0.7,-2.6,1,-2,1.3
CCOC(=O)c1c(N)sc(C(=O)OCCOC)c1C,9,2,-25,-2,-0.8,-0.3,-12,3,-0.2
CC1Cc2nc(SCC(=O)NCc3ccccc3)n(Cc3ccccc3)c(=O)c2S1 (centres undefined),8,7,45,1,-0.4,0.6,-6,-1,-1.5
CCN(CC)CCNC(=O)CS(=O)Cc1nc(-c2ccc(C)cc2)oc1C (centres undefined),20,7,3,2,0.4,-0.4,8,1,-0.8
CCCOc1ccc(CSC2=NCCN2)cc1[N+](=O)[O-],-2,9,1,0,-0.8,-4.1,-9,4,0.0
COc1ccc(C)cc1NC(=O)C1CC(=O)OC12CCCCC2 (centres undefined),-10,8,17,2,0.5,1.4,-7,1,-1.1
COc1ccc(C(=O)NNC(=O)C2CCCN(C3CC(=O)N(c4ccccc4)C3=O)C2)cc1 (centres undefined),3,-2,-7,1,0.0,0.6,-7,0,0.4
COC(=O)C1=C(C)NC2=C(C(=O)CCC2)C1c1ccsc1 (centres undefined),-16,-2,-16,-3,-0.6,-3.7,-6,0,1.1
CCOC(=O)c1ccc(NC(=O)CS(=O)(=O)c2cn(CC)c3ccccc23)cc1,8,-1,39,0,-0.3,-0.1,-6,0,-1.2
O=c1[nH]c(CSc2ncnc3sccc23)nc2cc(C(F)(F)F)ccc12,13,-2,89*,6,-0.2,2.4,-8,-5,-0.2
COc1ccc(C2CC(c3ccccc3)=NN2C(=O)CSc2nccc(=O)[nH]2)cc1 (centres undefined),-1,9,-23,1,-0.1,1.2,-14,-1,0.1
CCOC(=O)c1cc(NC(=O)c2ccco2)ccc1N1CCOCC1,7,-2,15,0,1.0,-0.1,-6,-2,0.7
CCOC(=O)NN1C(=O)c2ccccc2NC1c1ccccc1O (centres undefined),7,4,-1,-3,0.6,0.6,1,2,0.4
O=[N+]([O-])c1ccc(/C=C/c2nc3ccc([N+](=O)[O-])cc3[nH]2)cc1,-6,5,9,2,1.8,-5.0,-6,-2,1.9
Cc1ccc(-c2c(C#N)c(N)n(-c3ccc(C)cc3)c(=O)c2C#N)cc1,18,5,2,1,0.7,-0.9,-7,2,0.5
O=C(Nc1cc2c(cc1Br)OCCCO2)c1ccccc1,14,2,-37,-1,-0.9,2.1,-1,-5,-1.3
O=S(=O)(NCc1cccnc1)c1ccc(Br)s1,13,0,23,3,0.6,3.8,-4,-4,0.4

# Screens from PubChem.
